Bioassay records deposited in PubChem by National Center for Advancing Translational Sciences (NCATS).
TDP1 block: qHTS Assay for Inhibitors of Tyrosyl-DNA Phosphodiesterase (TDP1); 0.28% of 350,000 active; Tyrosyl-DNA phosphodiesterase 1 (Homo sapiens), Q9NUW8; AID 485290, 2010; Potency, µM (titrated, usually from 130 µM), without a hit: top-dose activity change, negative = inhibition, most hits filed as inhibitors; recombinant TDP1, AlphaScreen DNA substrate cleavage; further: nearly all actives have a fitted effect of over 40% in size
Target sequence (Q9NUW8 whole entry, looked up): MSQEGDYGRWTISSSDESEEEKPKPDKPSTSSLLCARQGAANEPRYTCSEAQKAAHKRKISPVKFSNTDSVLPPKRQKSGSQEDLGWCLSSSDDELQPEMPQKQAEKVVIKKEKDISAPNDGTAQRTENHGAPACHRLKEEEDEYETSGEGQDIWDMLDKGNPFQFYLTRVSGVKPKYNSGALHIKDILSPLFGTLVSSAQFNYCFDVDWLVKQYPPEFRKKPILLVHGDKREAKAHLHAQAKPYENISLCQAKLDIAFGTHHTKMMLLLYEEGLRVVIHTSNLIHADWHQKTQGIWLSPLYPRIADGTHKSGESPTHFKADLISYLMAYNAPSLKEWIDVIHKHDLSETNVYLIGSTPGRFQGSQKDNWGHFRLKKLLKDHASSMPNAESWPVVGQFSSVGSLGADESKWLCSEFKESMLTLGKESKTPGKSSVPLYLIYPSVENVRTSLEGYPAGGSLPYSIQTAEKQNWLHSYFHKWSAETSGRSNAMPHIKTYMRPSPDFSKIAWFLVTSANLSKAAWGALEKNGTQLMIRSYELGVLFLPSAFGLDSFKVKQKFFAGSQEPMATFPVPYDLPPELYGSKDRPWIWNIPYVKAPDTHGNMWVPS
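Recombinant E. coli-expressed Tdp1 (1 nM) preincubated with compound 15 min at RT, then 5'-biotin/3'-phosphotyrosine-FITC DNA substrate (15 nM) added for 5 min. AlphaScreen beads (10 ug/ml) added, 10 min RT; tyrosine-FITC cleavage read as signal loss.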
DT40 TDP1 no CPT: qHTS for Inhibitors of human tyrosyl-DNA phosphodiesterase 1 (TDP1): qHTS in cells in absence of CPT | Potency, µM (titrated, usually from 46.2 µM), for inactives: top-dose activity change, negative = growth inhibition, usual class: inhibitors | DT40 Tdp1-/- hTDP1 cells, no CPT, ATP luminescence, 48 h | 15% of 420,000 active; further: nearly all actives have a fitted effect of over 55% in size
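Camptothecin absent (DMSO only). Human TDP1-complemented DT40 knockout cells, 400 cells/well, 37 °C for minimum 48 hr; ATP measured via CellTiter-Glo, 30 min dark incubation, luminescence.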
TDP1 cell CPT: qHTS for Inhibitors of human tyrosyl-DNA phosphodiesterase 1 (TDP1): qHTS in cells in presence of CPT; Potency, µM (series often up to 46.2 µM), without a hit: at the top dose activity change, negative = growth inhibition, usual class: inhibitors; chicken DT40 Tdp1-/-;hTDP1 cells + 20 nM CPT, ATP luminescence, 48 h; 12% of 420,000 active; further: nearly all actives have a fitted effect of over 55% in size
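Cell growth measured by CellTiter-Glo luminescence after a minimum 48 h, 37 C compound exposure with 20 nM CPT in Tdp1-knockout DT40 cells stably expressing hTDP1, seeded 400/well; qHTS titration format.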
The depositor's hits bear a star; ? = inconclusive; · = no result given; & = joins results of further samples; [ ] = remark or other dose. The call rests on the fitted dose curve; in most records, active means well fitted curve in the direction sought with a large enough effect; inconclusive means small, poorly fitted or top-dose-only effect, or another doubt; inactive means no such curve, though single readings can be large; an effect the other way counts as inactive or inconclusive. On the % scale 0 is the no-effect control and ±100 the full control effect; potency means the concentration at half of the fitted maximal effect.

SMILES | TDP1 block | DT40 TDP1 no CPT | TDP1 cell CPT
CCOc1ccccc1NC(=O)C(OC(=O)c1ccccc1)c1ccccc1 (stereo not given) | 3% | ? | ?
CCc1nnc(NC(=O)c2ccc(S(=O)(=O)N(CC)CC)cc2)s1 | 0% | -22% | 1%
CN1C(=O)/C(=C\c2cc(N=Nc3ccccc3)ccc2O)SC1=S | 10% | 23µM* | 21µM*
CN1C(=O)C(c2nnc(Nc3cccc4ccccc34)s2)C2CC1(C)Oc1ccccc12 (stereo not given) | 3% | ? | ?
COc1ccc(/C=N/NC(=O)CN(C)S(=O)(=O)c2ccc(NC(C)=O)cc2)cc1 | -2% | 2% | -6%
Cc1ccc(C(c2sc3nc(-c4ccco4)nn3c2O)N2CCCC2)cc1 (stereo not given) | 8% | 1% | 8%
NC(Cc1ccc(F)cc1)c1csc(Nc2cc(NCc3ccco3)ncn2)n1 (stereo not given) | · | 21µM* | 23µM*
Cc1ccc(/C=N/NC(=O)c2cc(C)oc2C)o1 | 5% | -5% | 2%
Cc1ccc(S(=O)(=O)c2cn(C)c3cc(N4CCN(c5ccccc5)CC4)c(F)cc3c2=O)cc1 | 2% | 7.3µM* | ?
Cc1noc(NS(=O)(=O)c2ccc(NC(=O)CSc3nc4ccccc4s3)cc2)c1C | 8% | -3% | -13%
CNC(=O)C1CCC(Cn2c(=O)c3sccc3n(CC(=O)Nc3ccc(C)cc3C)c2=O)CC1 (stereo not given) | 5% | -9% | -5%
O=c1[nH]c2c(s1)C=Nc1ccccc1N2 | -6% | -23% | -26%
CC1(C(=O)Nc2ccc3c(c2)OCO3)Cc2c(-c3cccc(C(N)=O)c3)ccnc2O1 (stereo not given) | · | 4.1µM* | 2.9µM*
CCCC1NC(=O)NC(C)=C1C(=O)OCC (stereo not given) | 1% | -1% | 13%
Cc1cc(C)cc(NC(=O)COc2coc(CN3CCN(c4ccccc4)CC3)cc2=O)c1 | -2% | -32% | ?
CCC(C)(C)n1nnnc1C(c1cc2ccc(C)cc2[nH]c1=O)N(Cc1cccnc1)Cc1ccco1 (stereo not given) | 5% | ? | ?
CCN(CC(=O)Nc1ccc(OC)cc1)C(=O)c1cc(S(=O)(=O)N(C)C)ccc1N1CCCC1 | · | -18% | 10%
O=C(NCCOc1cccc(Oc2ccccc2)c1)c1cc(-n2cnnc2)ccc1Cl | 5% | -25% | -14%
Cc1ccccc1NC(=O)c1c(NC(=O)c2ccncc2)sc2c1CCC(C(C)(C)C)C2 (stereo not given) | · | 6.5µM* | 18µM*
Cc1ccc(N(C(=O)CNC(=O)c2ccco2)C(C(=O)NC2CCCC2)c2ccncc2)c(C)c1 (stereo not given) | 4%[0.0935 µM] | 4% | 14%
Cc1ccccc1OCc1nc2c3c(ncn2n1)-c1ccccc1CC31CCCC1 | -1% | 15µM* | ?
COc1ccc(/C=C(/CC(=O)NCc2ccc(Cl)cc2)c2nc3ccccc3s2)cc1 | 3% | -28% | ?
COc1cccc(CNC(=O)c2ccc(NC(=O)C3CCCO3)cc2)c1 (stereo not given) | -1% | -30% | 0%
Cc1cccc(COC[C@H](CC(C)C)N2CCN(C(=O)c3ccc(C(F)(F)F)cc3)CCC2=O)c1 | · | 16µM* | ?
COc1ccccc1CN1C[C@@H]2C[C@@H](c3cccc(C)n3)N3CCC[C@@]23C1=O | 0% | -20% | 15%
CCN(CC)S(=O)(=O)c1ccc2c(c1)N(CC(=O)NCc1ccccc1)C(=O)C1CCCCN21 (stereo not given) | 4% | -11% | ?
CCOC(=O)CCn1cc(F)c(=O)[nH]c1=O | 3% | 14% | 0%
N#Cc1c(C#N)c(-c2ccccc2)n(-c2ccccc2)c1N | 8% | 12µM* | 15µM*
O=[N+]([O-])c1cccc2c(N3CCCC3)ccnc12 | -5% | 8.2µM* | 8.2µM*
N#Cc1ccc(CO/N=C/c2ccccc2)cc1 | -5% | -5% | 1%
CCc1ccc(NC(=O)C2CCCN(S(=O)(=O)c3c(C)[nH]c(=O)[nH]c3=O)C2)cc1 (stereo not given) | 3% | 1%&8% | -11%&-8%
CN(C)/C=C1\C(=O)ON=C1c1ccccc1 | 1% | -9% | 16%
CCCN1CCCc2ccccc21 | 5% | ? | ?
CC(C)(C)c1ccc(-n2ncc3c2CCCC3NC(=O)c2cnccn2)cc1 (stereo not given) | 1% | 9.2µM* | ?
COc1ccc2oc(/C=C/N(C)C)c(C(=O)c3ccc(Cl)cc3)c2c1 | · | ? | ?
COc1cc(OC)cc(C(=O)NC(=S)Nc2ccc3c4c(cccc24)CC3)c1 | 5% | -17% | -29%
N#Cc1ccc(CSc2nnc(Cc3cccs3)n2Cc2ccco2)cc1 | -9% | ? | ?
CN(C)C(=O)c1ccc(NC(=O)COC(=O)CCN=C2NS(=O)(=O)c3ccccc32)cc1 | · | 1% | -20%
O=C(COc1ccccc1F)Nc1ccc2[nH]c(=O)[nH]c2c1 | · | -27% | -27%
Cc1ccc(NC(=O)CSc2nn(-c3ccccc3)c(=S)s2)cc1S(=O)(=O)N(C)C | 5% | 5.2µM* | 5.2µM*
C/C=C/c1ccc(OCCCCN2C(=O)NC(C)(C)C2=O)c(OC)c1 | 4% | -23% | -17%
COc1ccccc1-c1nnc2sc(-c3ccc(N(C)C)cc3)nn12 | 0% | 0.082µM* | 0.0073µM*
Cc1ccc(-c2nnc(-c3cccc4ccccc34)o2)cc1 | · | 21µM* | 16µM*
CC(C)C(NC(=O)c1ccccc1F)C(=O)Nc1nccs1 (stereo not given) | -4% | -25% | 5%
COc1ccc2occ(C(C)=O)c2c1 | 1% | 0% | -15%
CCOC(=O)c1sc(C)c2c(=O)n(Cc3ccc(Cl)cc3)c(C)nc12 | -1% | 16µM* | 23µM*
CC(=O)c1cc2c(cc1NS(=O)(=O)c1ccc(F)cc1)OCO2 | 0% | -16% | -1%
O=C1CC(SCc2nc3ccccc3[nH]2)C(=O)N1c1ccc(Cl)cc1 (stereo not given) | 5% | ? | ?
COc1ccc(C2=NOC(C(=O)Nc3cc(C)nn3-c3ccccc3)C2)cc1OC (stereo not given) | 4% | -16% | -14%
COc1ccc(Cc2nnc(SCC(=O)NC3(C#N)CCCCC3)n2N)cc1 | 0% | -23% | 7%
COc1ccc(C(C)NC(=O)c2ccncc2)cc1OC (stereo not given) | 0%[56.1 µM] | 7% | 2%
Cc1ccc(CN2CCN(C(=O)C3CCC3)CC2)cc1 | 0% | -14% | 1%
COc1ccc2c(c1)CCc1cnoc1-2 | · | -22% | -18%
C[C@@H](O)CNC(=O)c1[nH]cnc1C(=O)N[C@H](C)c1ccccc1 | · | 3% | 3%
O=C(O)CCNc1ccc2c(c1)OCCO2 | -4% | -9% | -13%
S=c1[nH]nc(-c2ccccc2)n1/N=C/c1ccc(-c2ccccc2Cl)o1 | 0% | 13µM* | ?
Cc1ccc(CNC(=O)CCCCCn2c(=O)c3sccc3n(CC(=O)N3CCCCC3C)c2=O)cc1 (stereo not given) | 7% | ? | ?
COc1ccccc1C1C=C(c2ccc(F)cc2)Nc2nc(-c3ccc(Cl)cc3)nn21 (stereo not given) | · | 16µM* | 21µM*
COC(=O)NC(NC(=S)Nc1ccc([N+](=O)[O-])cc1)C(Cl)(Cl)Cl (stereo not given) | 10% | 7.3µM* | 7.3µM*
CCCNc1sc(S(=O)(=O)CCC)nc1S(=O)(=O)c1ccc(C)cc1 | -3% | ? | ?

Following part.
SMILES | TDP1 block | DT40 TDP1 no CPT | TDP1 cell CPT
CCc1ccc(NC(=O)CCn2nc(C)c(S(=O)(=O)N3CCCCC3)c2C)cc1 | 3%&6% | 18µM* | 23µM*
CCn1cc(C(=O)NCCCOC)c2cc(OC)c(OC)cc2c1=O | -1% | -4% | -10%
COCCNC(=O)C(OC(=O)CC1Sc2ccccc2NC1=O)c1ccncc1 (stereo not given) | 5% | -7% | 2%
CC(Nc1ccc(F)cc1F)C(=O)NC(=O)NC1CCCCC1 (stereo not given) | 5% | -36% | -1%
O=C(NCCS(=O)(=O)c1ccc(Br)cc1)c1ccccc1 | 1% | 16% | -1%
COCC(C)n1c(C)cc(C(=O)COC(=O)c2nc3nc(C)cc(C)n3n2)c1C (stereo not given) | 2% | ? | ?
CCN(CC)C(=O)C(c1ccccc1)S(=O)(=O)N1CCOCC1 (stereo not given) | · | -1% | -3%
NC(=O)c1nn(-c2ccc(Oc3ccccc3)cc2)c(=O)cc1O | 0% | 16% | 0%
CCOc1ccccc1NC(=O)Cn1c(=O)n(-c2ccc(Cl)cc2)c(=O)c2oc3ccccc3c21 | -8% | -13% | -15%
CCOc1ccc(S(=O)(=O)N2c3ccccc3CC2C)cc1 (stereo not given) | -2% | 0.92µM* | 0.65µM*
c1ccc(CNc2ncn[nH]2)cc1 | · | -1% | -20%
COc1cc(NS(=O)(=O)c2ccc(NC(=O)c3cccs3)cc2)nc(OC)n1 | · | 30% | 3%
COc1ccc(Cn2ccn(Cc3cccc(OC)c3)c(=O)c2=O)cc1 | 4% | ? | -27%
CCc1nccn1S(=O)(=O)c1cc(OC)c(Cl)cc1OC | 4% | 4% | 9%
Nc1nc(Cl)nc2c1ncn2[C@H]1C[C@H](O)[C@@H](CO)O1 | 3%&4%&-2%&6% | 0.21µM* | 0.18µM*
Cc1ccc(C(=O)COc2ccccc2-c2ccccc2)cc1C | 3% | -23% | -10%
C#CCNC(=O)C1=C[C@H](C2CC2)C[C@H](OCCCCO)O1 | -4% | 20% | 3%
N#CCCn1nc(-c2ccccc2)c2ccccc2c1=O | · | 13% | 0%
CC1(C(=O)NCc2ccccc2)CN(S(C)(=O)=O)CC(=O)N1CCCN1CCOCC1 (stereo not given) | · | 8% | 2%
CC(=O)N(CCO)Cc1cc2cc(C)cc(C)c2[nH]c1=O | 9% | -2% | -28%
CC(C)NC(=O)Nc1ccc2c(c1)C(=O)N([C@H](C)CO)C[C@H](C)[C@@H](CN(C)S(=O)(=O)c1ccccc1)OCCCC[C@@H](C)O2 | · | -8% | -1%
O=C(O)CNC(=O)/C=C/c1ccc(Cl)cc1Cl | -5% | 11% | -3%
CC(C)c1ccc(C2c3c(-c4ccccc4O)n[nH]c3C(=O)N2CCc2ccccc2)cc1 (stereo not given) | 2% | 12µM* | ?
O=C(c1ccco1)N1CCN(C(=S)Nc2ccccc2Cl)CC1 | 2% | 1% | -1%
O=C(NCCc1ccc(Cl)cc1)C1CCN(S(=O)(=O)c2ccc(-n3cnnn3)cc2)CC1 | 3% | -29% | ?
CC(C)C(=O)N1CCC1(C)C(=O)Nc1ccc2[nH]ccc2c1 (stereo not given) | · | 7% | -18%
Cc1cccc(NC(=O)CSc2ncnc3sc(C)cc23)c1 | -8% | -21% | -26%
Cc1nc2ccc(S(=O)(=O)N(CC(=O)Nc3ccc(F)cc3F)Cc3ccccc3)cc2s1 | 3% | ? | ?
CCCCc1oc2ccc(NS(C)(=O)=O)cc2c1C(=O)c1ccc(OCCCN(CCCC)CCCC)cc1 | · | 6µM* | 4.7µM*

Full records, looked up by structure. Order of values: TDP1 block | DT40 TDP1 no CPT | TDP1 cell CPT
O=C(c1ccco1)N1CCN(C(=S)Nc2ccccc2Cl)CC1 across the screens: 2% | 1% | -1%
O=C(NCCc1ccc(Cl)cc1)C1CCN(S(=O)(=O)c2ccc(-n3cnnn3)cc2)CC1 across the screens: 3% | -29% | ?
CC(C)C(=O)N1CCC1(C)C(=O)Nc1ccc2[nH]ccc2c1 (stereo not given) across the screens: · | 7% | -18%
CC(C)c1ccc(C2c3c(-c4ccccc4O)n[nH]c3C(=O)N2CCc2ccccc2)cc1 (stereo not given) across the screens: 2% | 12µM* | ?
Cc1cccc(NC(=O)CSc2ncnc3sc(C)cc23)c1 across the screens: -8% | -21% | -26%

Part of the list above, in CSV form.
SMILES,TDP1 block,DT40 TDP1 no CPT,TDP1 cell CPT
COc1ccc(/C=N/NC(=O)CN(C)S(=O)(=O)c2ccc(NC(C)=O)cc2)cc1,-2%,2%,-6%
Cc1ccc(C(c2sc3nc(-c4ccco4)nn3c2O)N2CCCC2)cc1 (stereo not given),8%,1%,8%
